Screening results as filed in PubChem BioAssay.
Furin inh: human furin inhibitors, primary screen, biochemical, fluorescence intensity; 0.061% of 220,000 active; P09958; purified furin, fluorogenic substrate cleavage; inhibition, % at 30 µM; in the data active = inhibition above about 25%; note: inactives centre near -15
FXIIa inh: human FXIIa protease inhibitors, primary screen, biochemical, 1536-well | purified FXIIa, Boc-QGR-AMC fluorogenic substrate, 2 h | inhibition, % at 5 µM | 0.3% of 220,000 active | AID 800, 2007; in the data active = inhibition above about 40%;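 note: 0% = enzyme with no compound and 100% = blank without enzyme; many of its hits are not listed in these tables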
Rad51 HR inh: human RAD51 strand exchange inhibitors, primary screen, biochemical, fluorescence; hRad51 DNA strand exchange, fluorescence dequenching; 0.085% of 200,000 active; AID 1385, 2008; DNA repair protein RAD51 homolog 1 (Homo sapiens), Q06609; inhibition, % at 10 µM;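 active = inhibition above 40% at the single screening dose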;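 note: 0% = DMSO control wells and 100% = blanks with heterologous ssDNA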
Target sequence (Q06609 whole entry, looked up): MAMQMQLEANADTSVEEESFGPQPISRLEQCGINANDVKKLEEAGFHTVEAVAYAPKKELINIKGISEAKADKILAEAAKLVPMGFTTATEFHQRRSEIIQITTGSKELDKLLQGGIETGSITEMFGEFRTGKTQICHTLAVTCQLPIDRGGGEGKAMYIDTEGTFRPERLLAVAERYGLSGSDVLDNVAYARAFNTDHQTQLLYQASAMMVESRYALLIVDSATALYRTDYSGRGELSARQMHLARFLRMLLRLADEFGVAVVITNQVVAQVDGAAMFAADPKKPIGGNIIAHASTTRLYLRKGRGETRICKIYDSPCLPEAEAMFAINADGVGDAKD
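Read-out basis: percent inhibition relative to plate controls and blanks / Assay system: human Rad51 nucleoprotein filaments preassembled on unlabelled ssDNA / Timing: filaments 15 min 37 °C, then compound 30 min / Control set: per-plate controls and blanks / Technique: fluorescence dequenching at 485/520 nm / Compound: 10 µM final, single point / Also added: Fluorescein- and BHQ1-tagged 47-mer duplex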
KLK5 inh: human KLK5 protease inhibitors, primary screen, biochemical, 1536-well. Kallikrein-5 (Homo sapiens), Q9Y337. recombinant hK5, fluorogenic AMC substrate cleavage. inhibition, % at 5 µM. 0.59% of 210,000 active. AID 873, 2007;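 active = inhibition of 40% or more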;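 note: 0% = enzyme controls without compound and 100% = no-enzyme blanks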
m-calpain inh: inhibitors of pig calpain II, primary screen, biochemical, fluorogenic peptide substrate, 1536-well | AID 1236, 2008 | inhibition, % at 16 µM | purified calpain II, 30 min | 0.37% of 220,000 active;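 active = inhibition above about 50%, limit read from the data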
PERK inhibitor: block of dimerizer-induced PERK translation repression, primary screen, PERK inhibitor project, CHO PERK-DD cells, SEAP luminescence, HTS | inhibition, % at 5.6 µM | 0.17% of 220,000 active | AID 1416, 2008 | CHO PERK-DD fusion, SEAP luminescence translation reporter | Eukaryotic translation initiation factor 2-alpha kinase 3 (Homo sapiens), Q9NZJ5;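 active = inhibition above the mean inhibition of all tested compounds plus 3 SD, set separately per screening campaign, cut at about 2.9% in these data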;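 note: PERK kinase domain activated by AP20187 dimerizer at 100 nM; 0% = DMSO with dimerizer and 100% = rapamycin at 8.4 µM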
KCC2 mod: KCC2 cotransporter modulators, thallium flux, primary screen, cell-based, HEK293 KCC2, FluoZin-2 fluorescence, MLSMR. 2.2% of 190,000 active. AID 1456, 2008. KCC2 cells, thallium flux FluoZin-2 fluorescence. B-score of Tl+ flux slope (higher = more flux/activation; lower = inhibition) at 10 µM;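 active = thallium flux slope and its plate-corrected score both differing from the plate sample mean at a set confidence after two filtering rounds, in either direction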;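 note: slope of fluorescence scaled to starting intensity during 10 to 20 s after thallium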
Thrombin inh: human alpha-thrombin inhibitors, primary screen, counter-screen for coagulation protease inhibitor project, biochemical, 1536-well, fluorogenic AMC substrate; inhibition, % at 5 µM; Boc-VPR-AMC fluorogenic substrate cleavage; 0.26% of 220,000 active; Prothrombin (Homo sapiens), P00734; AID 1046, 2008;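 active = inhibition at or above 40%; inactive = inhibition below 40%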;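 note: 0% = enzyme with no compound and 100% = wells without enzyme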
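Test system: human alpha-thrombin protein / Dosing: one concentration per compound, 5 µM, with 0.2% DMSO / Medium: pH 7.5 Tris-saline with Tween 20 / Benchmarks: no-compound enzyme wells and no-enzyme blanks / Read-out basis: percent inhibition of thrombin substrate cleavage / Timing: reaction at room temperature / Measured by: fluorescence, ex 355 nm, em 460 nm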
FXIa inh: human FXIa protease inhibitors, primary screen, biochemical, 1536-well | AID 798, 2007 | 0.14% of 220,000 active | purified FXIa, Boc-Glu-Ala-Arg-AMC fluorogenic substrate | inhibition, % at 5 µM | Coagulation factor XI (Homo sapiens), P03951;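 active = inhibition of at least 40%; inactive = inhibition below 40%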;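 note: fluorescence of freed AMC excited at 355 nm; 0% = enzyme without compound and 100% = no enzyme blank; many of its hits are not listed in these tables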
Target sequence (P03951 19-387 limits assumed): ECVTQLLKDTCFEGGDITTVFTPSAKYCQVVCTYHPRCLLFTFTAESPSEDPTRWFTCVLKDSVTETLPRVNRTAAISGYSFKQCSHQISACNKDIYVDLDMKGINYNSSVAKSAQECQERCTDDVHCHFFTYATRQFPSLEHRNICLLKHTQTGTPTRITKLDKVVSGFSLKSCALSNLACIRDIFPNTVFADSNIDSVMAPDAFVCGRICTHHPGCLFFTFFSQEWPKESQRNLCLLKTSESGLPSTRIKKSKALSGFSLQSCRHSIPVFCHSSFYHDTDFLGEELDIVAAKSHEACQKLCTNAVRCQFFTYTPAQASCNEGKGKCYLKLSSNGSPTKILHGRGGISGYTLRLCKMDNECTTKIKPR
Target sequence (P03951 388-625 limits assumed): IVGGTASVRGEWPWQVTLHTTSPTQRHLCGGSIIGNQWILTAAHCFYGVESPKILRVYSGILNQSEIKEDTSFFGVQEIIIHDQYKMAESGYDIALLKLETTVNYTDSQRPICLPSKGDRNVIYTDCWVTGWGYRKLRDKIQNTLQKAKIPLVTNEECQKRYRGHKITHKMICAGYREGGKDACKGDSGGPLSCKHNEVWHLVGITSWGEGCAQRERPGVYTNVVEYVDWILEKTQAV
* hit, by the source's call; · = no result given; [ ] = another dose, or the depositor's remark. Some of the compounds tested (hit frequency here may not be typical).

SMILES	Furin inh	FXIIa inh	Rad51 HR inh	KLK5 inh	m-calpain inh	PERK inhibitor	KCC2 mod	Thrombin inh	FXIa inh
CCOc1ccccc1NC(=O)CCSc1nc2n[nH]c(C)c2c(=N)n1-c1ccccc1Cl	-13	1	-5	-13	-140	-0.5	-0.54	-7	-2
O=C(O)Cc1cn(Cc2ccc(F)cc2)c2ccccc12	-37	8	3	1	-34	0.9	-1.8	-2	4
C=CCN(CC=C)CCOc1ccc2ccccc2c1	-17	5	16	-5	6	0.6	0.046	-6	-1
COc1ccc(-c2cc(-c3cccs3)nc3sc(C#N)c(N)c23)cc1	-6	3	-13	-1	-117	0.0	0.51	3	9
CC(C)C(c1nnnn1Cc1ccco1)N1CCC(C(N)=O)CC1 (stereo unspecified)	-21[20 µM]	8	-4	-10	-6	1.9	-0.42	0	1
O=C(Nc1ccc(S(=O)(=O)Nc2nccs2)cc1)c1ccc(F)c(S(=O)(=O)N2CCOCC2)c1	-27	7	-16	1	-44	0.6	0.27	0	-1
COc1ccc(N(CC(=O)Nc2ccc(S(=O)(=O)N3CCOCC3)cc2)S(=O)(=O)c2ccc(F)cc2)cc1	-16	6	·	·	-115	0.4	-0.22	-5	0
CCC(C)(C(=O)NC1CCCCC1)N(CC1CCCO1)C(=O)Cc1cccs1 (stereo unspecified)	-14	5	7	0	-8	0.9	0.91	0	-1
O=C(/C=C/c1ccccc1)NC(=S)Nc1ccc(CN2CCOCC2)cc1	-12	7	-3	-10	-12	-0.3	-1.3	-4	8
O=C(O)CCc1ccc(-c2ccc(F)cc2)n1Cc1ccco1	-8[20 µM]	15	-9	-23	-8	0.1	-0.93	1	4
CC(C)N1CCc2[nH]c(=S)[nH]c(=O)c2C1	-6	3	-3	-7	-4	0.6	0.57	-5	-1
CC/C=C\[C@H](O)[C@H](O)C1=C(C)C(=O)[C@]2(O1)C(=O)N[C@@](OC)(C(=O)c1ccccc1)C2O (stereo partly specified)	-24	6	0	1	-1	0.1	0.23	-1	-3
COc1ccc(C)cc1NC(=O)C1CCN(S(=O)(=O)c2cccc3cccnc23)CC1	-8	18	2	1	13	0.0	-0.33	-5	7
N#CC(C(=O)C12CC3CC(CC(C3)C1)C2)c1nc2ccccc2[nH]1 (stereo unspecified)	-23	16	-4	-129	-21	-0.8	0.79	3	4
O=C(NC1CCCCC1)n1c(=O)oc2ccccc21	-2	7	13	-3	-14	1.9	0.82	2	1
COc1cccc(C(=O)NC(=S)Nn2cnnc2)c1OC	-23	6	9	0	4	-0.1	0.57	2	-1
O=C1CC(c2ccco2)CC(O)=C1C=Nc1cc(Cl)ccc1O (stereo unspecified)	-13	14	-9	-63	-56	1.6	·	4	7
O=C(O)c1ccc2c(c1)ncn2C1CCCC1	-16	1	-4	-2	-1	1.4	-0.62	-15	-4
Cn1ncc(N=Cc2c(O)ccc3ccccc23)c1C(=O)Nc1cccc(Cl)c1	-22	7	-304	-3	-28	-0.5	0.37	-5	1
CCN1C(=O)/C(=C/N(C(C)=O)c2ccccc2)N(c2ccccc2)C1=S	-12[20 µM]	22	-2	50*	2	-1.0	·	76*	9

One compound at a time, from the list above.
Shown for O=C1CC(c2ccco2)CC(O)=C1C=Nc1cc(Cl)ccc1O (stereo unspecified) : Furin inh = -13; FXIIa inh = 14; Rad51 HR inh = -9; KLK5 inh = -63; m-calpain inh = -56; PERK inhibitor = 1.6; KCC2 mod = ·; Thrombin inh = 4; FXIa inh = 7
Shown for CC(C)N1CCc2[nH]c(=S)[nH]c(=O)c2C1 : Furin inh = -6; FXIIa inh = 3; Rad51 HR inh = -3; KLK5 inh = -7; m-calpain inh = -4; PERK inhibitor = 0.6; KCC2 mod = 0.57; Thrombin inh = -5; FXIa inh = -1

Going on with the list:
SMILES	Furin inh	FXIIa inh	Rad51 HR inh	KLK5 inh	m-calpain inh	PERK inhibitor	KCC2 mod	Thrombin inh	FXIa inh
CN(CCCNC(=O)COc1cc(=O)n(C)c2ccccc12)Cc1ccccc1	-31	19	0	4	8	-1.2	0.68	-1	2
O=C(O)c1ccc(Nc2ncc([N+](=O)[O-])cc2[N+](=O)[O-])cc1	-5	3	24	0	14	0.8	-0.57	5	-3
CCOC(=O)Cn1c(=O)cc(C)c2ccccc21	-18	3	10	-12	-8	1.0	0.19	1	7
Cc1nc(-c2ccccc2)sc1-c1ccnn1C	-70	8	12	5	-399	0.6	-0.11	-16	-1
O=S(=O)(NC1CCCCC1)c1ccc(Cl)s1	-21[20 µM]	15	3	3	-5	0.8	·	0	1
CC1CCC(C(C)C)C(OP(=O)(c2ccc(N(C)C)cc2)C(O)c2cccnc2)C1 (stereo unspecified)	-11	11	·	-6	5	-0.8	-0.03	3	10
COc1ccc(C(=O)NCC(=O)N/N=C/C(C)=C/c2ccccc2)cc1OC	-17	25	-11	-11	-4	0.7	0.015	-4	17
COc1ccc(S(=O)(=O)NC2CC3CCC2C3)cc1Cl (stereo unspecified)	-15[20 µM]	7	-5	2	31	0.6	-1.9	-5	-8
Clc1cccc(N2CCN(c3ncnc4nc[nH]c34)CC2)c1	-33	10	12	4	-35	1.5	0.69	3	-2
O=C(N/N=C(\CC(=O)c1cccs1)C(F)(F)F)c1ccncc1	-8	24	-13	61*	19	-0.1	1.2	8	37
O=C(CC1C(=O)NCCN1CC1CCCCC1)NCc1ccc(F)cc1F (stereo unspecified)	-4	15	·	·	4	0.4	0.67	-3	7
Cc1cccc(OCc2nnc(SCC(=O)Nc3cc(C)on3)n2C)c1	-5	15	-3	-26	3	0.1	-0.098	0	2
Cc1cc(NC(=O)CCSc2ccccc2)ccc1Br	-5	4	·	-11	31	0.0	0.022	-8	3
O=C(C1CCC1)N1CCC(c2nc3c(nnn3Cc3c(F)cccc3Cl)c(=O)[nH]2)CC1	-14	15	-12	-22	9	-0.2	-0.28	4	7
Cc1nn(CC(=O)NCc2cc3ccccc3[nH]2)c(C)c1[N+](=O)[O-]	-18	10	-2	-10	6	1.1	-0.016	-3	10
Cn1c(=O)c(C(=O)CCl)c(N)n(CC2CC2)c1=O	-15	9	5	-3	12	0.6	0.04	2	6
Cc1n[nH]c(=S)n1/N=C/c1ccc(OCc2ccc(Cl)cc2Cl)cc1	-10	10	-2	-16	2	0.3	0.37	-1	4
CN(C)CCCNC(=O)c1cc2sc3ccccc3c2s1	-11	5	1	0	-14	-0.1	0.95	-13	-4
CCOc1ccc(NC(=S)N(CCc2ccncc2)C(C)C)cc1	-25	10	·	·	-18	1.2	0.11	1	1
CCOc1ccc(-c2[nH]ncc2Oc2ccccc2OCC)c(O)c1	5	17	-2	0	7	-0.6	·	3	6
CCCc1c(O)nc(SCC(=O)NCCc2ccc(OC)c(OC)c2)[nH]c1=O	-17[20 µM]	4	-9	-17	3	1.1	-0.013	-2	-6
Cc1nnc(NCCc2ccccc2)[nH]c1=O	-12	17	2	6	-29	1.1	·	2	6
O=C(NC(=O)N1CCOCC1)c1ccccc1	-23	7	11	-11	-11	0.3	0.84	-3	5
O=C(CN1C(=O)C2C3C=CC(C3)C2C1=O)NCc1ccccc1 (stereo unspecified)	-32[20 µM]	4	6	-10	-4	0.7	0.026	1	-3
Cc1cc(=O)c2cc(Br)ccc2[nH]1	-23[20 µM]	18	5	-5	0	0.5	·	7	3
CCCCn1c(N)c(N(CC(C)C)C(=O)CCCSc2nncs2)c(=O)[nH]c1=O	-37	7	6	1	18	0.3	0.52	1	4
CCN(CC)S(=O)(=O)c1cccc(N=Nc2c(O)c3ccccc3oc2=O)c1	-21	8	-18	1	-32	0.5	0.05	-4	2
Cc1nn(CC(=O)NCCc2ccc(Cl)cc2Cl)c(C)c1[N+](=O)[O-]	-10	2	-2	-2	9	-1.0	0.67	-11	-5
CCc1nc2c(c(=O)c3ccccc3n2C)c(=O)n1CCc1ccc(OC)cc1	-15	9	1	7	4	0.1	-1.6	15	14
O=C(CCCNC(=O)c1ccc(Cl)cc1)Nc1ccc(S(=O)(=O)Nc2ncccn2)cc1	-11	1	-6	-2	19	1.3	·	-7	-1
CC(=O)N/N=C(\C)c1cccc(NC(=O)c2cccs2)c1	-5	1	10	-5	18	-0.2	0.77	-5	-1
COc1cccc(NC(=S)N(CCCN2CCCC2)Cc2cccn2Cc2ccc(Cl)cc2)c1	-6	6	·	·	24	0.3	0.66	-6	11
COc1cc(-c2nnc(SCc3ccccc3Cl)o2)cc(OC)c1OC	-8	3	·	3	6	-1.3	-0.054	-3	-1
CCO[C@H]1OC(C(=O)NCc2nc3ccccc3[nH]2)=C[C@@H](C2CCCCC2)[C@@H]1CCCO	-32	12	-7	2	18	1.6	0.25	3	1
CC(C)(C)NC(=O)C1CCN(S(=O)(=O)c2ccc(Br)cc2)CC1	-21[20 µM]	6	-1	-10	-12	0.0	0.57	-4	0
O=C(Nc1ccc([N+](=O)[O-])cc1)C1(c2ccccc2)CCOCC1	0	6	-5	-12	30	0.2	-0.54	-3	8

Grouped by structure, the entries above containing a Cl atom (13)
SMILES	Furin inh	FXIIa inh	Rad51 HR inh	KLK5 inh	m-calpain inh	PERK inhibitor	KCC2 mod	Thrombin inh	FXIa inh
CCOc1ccccc1NC(=O)CCSc1nc2n[nH]c(C)c2c(=N)n1-c1ccccc1Cl	-13	1	-5	-13	-140	-0.5	-0.54	-7	-2
O=C1CC(c2ccco2)CC(O)=C1C=Nc1cc(Cl)ccc1O (stereo unspecified)	-13	14	-9	-63	-56	1.6	·	4	7
Cn1ncc(N=Cc2c(O)ccc3ccccc23)c1C(=O)Nc1cccc(Cl)c1	-22	7	-304	-3	-28	-0.5	0.37	-5	1
O=S(=O)(NC1CCCCC1)c1ccc(Cl)s1	-21[20 µM]	15	3	3	-5	0.8	·	0	1
COc1ccc(S(=O)(=O)NC2CC3CCC2C3)cc1Cl (stereo unspecified)	-15[20 µM]	7	-5	2	31	0.6	-1.9	-5	-8
Clc1cccc(N2CCN(c3ncnc4nc[nH]c34)CC2)c1	-33	10	12	4	-35	1.5	0.69	3	-2
O=C(C1CCC1)N1CCC(c2nc3c(nnn3Cc3c(F)cccc3Cl)c(=O)[nH]2)CC1	-14	15	-12	-22	9	-0.2	-0.28	4	7
Cn1c(=O)c(C(=O)CCl)c(N)n(CC2CC2)c1=O	-15	9	5	-3	12	0.6	0.04	2	6
Cc1n[nH]c(=S)n1/N=C/c1ccc(OCc2ccc(Cl)cc2Cl)cc1	-10	10	-2	-16	2	0.3	0.37	-1	4
Cc1nn(CC(=O)NCCc2ccc(Cl)cc2Cl)c(C)c1[N+](=O)[O-]	-10	2	-2	-2	9	-1.0	0.67	-11	-5
O=C(CCCNC(=O)c1ccc(Cl)cc1)Nc1ccc(S(=O)(=O)Nc2ncccn2)cc1	-11	1	-6	-2	19	1.3	·	-7	-1
COc1cccc(NC(=S)N(CCCN2CCCC2)Cc2cccn2Cc2ccc(Cl)cc2)c1	-6	6	·	·	24	0.3	0.66	-6	11
COc1cc(-c2nnc(SCc3ccccc3Cl)o2)cc(OC)c1OC	-8	3	·	3	6	-1.3	-0.054	-3	-1
